CAL PDZ FP-1 = untagged CAL PDZ binding inhibitors, primary screen, biochemical, fluorescence polarization, HTS | inhibition, % at 24.9 µM | AID 602252, 2012 | 300,000 compounds, 0.92% hits | purified CAL PDZ, TMR-peptide fluorescence polarization, 1 h;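 active means mean inhibition of at least 30% with at least half of replicates also reaching 30%; inconclusive means no clear call, values can overlap the other calls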;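 further: 0% = DMSO neutral control and 100% = excess unlabeled competitor peptide PRC23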
Rtt109 Vps75 = inhibitors of C. albicans Rtt109/Vps75 HAT, primary screen, biochemical, ThioGlo CoA-SH fluorescence, plate reader. purified Rtt109/Vps75, 4 h. inhibition, % at 34.9 µM. 330,000 compounds, 0.16% hits;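 active means inhibition of at least 50% in every replicate; inconclusive means best replicate reaches 50% inhibition but some replicates fall short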
Target sequence (Q5AAJ8 whole entry, looked up): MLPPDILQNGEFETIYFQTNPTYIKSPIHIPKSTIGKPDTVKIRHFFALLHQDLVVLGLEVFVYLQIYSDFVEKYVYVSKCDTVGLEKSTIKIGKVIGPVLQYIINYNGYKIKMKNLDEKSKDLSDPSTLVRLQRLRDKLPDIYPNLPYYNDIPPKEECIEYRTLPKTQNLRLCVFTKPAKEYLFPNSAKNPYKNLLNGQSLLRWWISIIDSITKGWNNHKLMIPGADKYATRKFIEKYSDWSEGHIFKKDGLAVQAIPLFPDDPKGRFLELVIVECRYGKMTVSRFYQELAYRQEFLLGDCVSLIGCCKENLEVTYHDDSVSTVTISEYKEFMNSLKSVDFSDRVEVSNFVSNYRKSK
Wnt act = Wnt/beta-catenin pathway activators, primary screen, cell-based, plate reader, single point; Wnt/beta-catenin reporter cell assay, activator; activation, % at 9.35 µM; 300,000 compounds, 1.2% hits; AID 743398, 2014; in the data active means activation above about 30%, passing the limit was not always enough; inconclusive means no clear call, values can overlap the other calls;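 further: 0% = neutral control wells and 100% = positive control wells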
CAL PDZ FP-2 = CAL PDZ peptide-binding inhibitors, primary screen, biochemical, fluorescence polarization, Cer-tagged CAL PDZ, HTS; Golgi-associated PDZ and coiled-coil motif-containing protein (Homo sapiens), Q9HD26; purified CAL PDZ, TMR-peptide fluorescence polarization, 1 h; inhibition, % at 20 µM; 330,000 compounds, 0.02% hits; AID 504414, 2011;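 active means highest replicate inhibition of at least 40%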;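 further: plate controls were DMSO neutral control wells for no effect and unlabeled competitor peptide control wells for full effect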
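Control set: unlabelled peptide and DMSO controls / Material: purified CerCALP PDZ construct / Timing: 1 h incubation at room temperature before polarization reading / Doses: 20 µM, one dose / Detection: fluorescence polarization (mP)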
Tat transport = E. coli Tat export inhibitors, primary screen, MC4100, TorA-mCherry reporter, fluorescence, single point; inhibition, % at 10 µM; 340,000 compounds, 0.036% hits;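 active means mean replicate inhibition at least 50% and at least half of replicates individually reaching 50%; inconclusive means only one of the two criteria met; inactive means neither criterion met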;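 further: exported cargo escapes ClpAP degradation while cytoplasmic cargo is degraded and loses fluorescence; 0% = median of neutral control wells and 100% = median of NaSCN control wells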
V-ATPase pHluor = regulators of yeast V-ATPase proton pumping, primary screen, pHLuorin cytosolic pH fluorescence | S. cerevisiae | response, % at 10 µM | 350,000 compounds, 0.37% hits; in the data active means response mostly above about 7.3%, no sharp cut-off; inactive means mostly below about 5.4%; further: actives read high; inactives centre near 0; some compounds called inactive have numbers as strong as hits
dFosB act = activators of delta FosB homodimer, primary screen, biochemical, fluorescence polarization, TAMRA-CDK5 oligo, single point. purified delta FosB; percent of positive-control signal above neutral wells. activation, % at 25 µM. 340,000 compounds, 0.99% hits. AID 493131, 2011. Protein FosB (Mus musculus), P13346;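 active means mean activation above about 17%, with every replicate also reaching it, limit read from the data, passing the limit was not always enough; inconclusive means only one of the two conditions met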;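 further: fluorescence polarization rise as delta FosB binds a TAMRA Cdk5 AP-1 oligo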
CDK5 p35 inh = inhibitors of human CDK5/p35 kinase, primary screen, biochemical, single concentration; inhibition, % at 10 µM; Recombinant CDK5/p35, ADP-Glo luminescence, 60 min; 330,000 compounds, 0.01% hits; AID 488839, 2010; Cyclin-dependent kinase 5 (Homo sapiens) + Cyclin-dependent kinase 5 activator 1 (Homo …;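 active means highest replicate inhibition of at least 50% and at least 75% of replicates reaching 50%; inconclusive means only one of the two criteria met; inactive means both criteria failed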;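 further: plate controls were DMSO neutral control for no effect and GW8510 at 10 µM for full effect; many of its hits are not listed in these tables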
Target sequence (Q00535 whole entry, looked up): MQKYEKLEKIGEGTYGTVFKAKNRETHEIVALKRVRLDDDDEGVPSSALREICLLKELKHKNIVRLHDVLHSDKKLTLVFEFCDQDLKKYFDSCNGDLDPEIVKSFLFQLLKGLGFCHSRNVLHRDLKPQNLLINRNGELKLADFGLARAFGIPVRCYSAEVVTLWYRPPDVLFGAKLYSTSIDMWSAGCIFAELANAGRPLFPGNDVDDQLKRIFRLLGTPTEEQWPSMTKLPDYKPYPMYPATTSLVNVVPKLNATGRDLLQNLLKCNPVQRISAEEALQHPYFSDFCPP
Target sequence (Q15078 whole entry, looked up): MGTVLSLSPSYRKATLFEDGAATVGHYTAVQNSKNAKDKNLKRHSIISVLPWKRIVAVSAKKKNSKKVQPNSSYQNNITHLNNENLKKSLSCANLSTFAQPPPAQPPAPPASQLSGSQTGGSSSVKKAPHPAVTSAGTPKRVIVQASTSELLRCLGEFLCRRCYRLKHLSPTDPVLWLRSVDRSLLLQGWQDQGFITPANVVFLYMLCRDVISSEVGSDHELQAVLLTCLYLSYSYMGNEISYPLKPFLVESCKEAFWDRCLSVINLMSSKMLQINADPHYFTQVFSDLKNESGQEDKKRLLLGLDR
MITF act = activators of MITF-driven TRPM1 promoter reporter, primary screen, cell-based, SK-MEL-5, luciferase, single point; SK-MEL-5 TRPM1-promoter luciferase, 24 h; % of positive control, neutral wells = 0; activation, % at 12.5 µM; 300,000 compounds, 0.75% hits;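 active means mean activation of at least 80% with every replicate also reaching 80%; inconclusive means mean reaches 80% but some replicate falls short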;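 further: 0% = neutral control wells and 100% = parthenolide positive control wells; values of inactives mirror those of a sister screen read the other way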
RTF Ca sens act = cardiac RTF calcium sensitivity activators, primary screen, biochemical, IANBD-TnC fluorescence, EC20 calcium; IANBD-labeled TnC RTF fluorescence at EC20 calcium; 0% EC20 calcium, 100% full calcium; AID 493008, 2010; Troponin I, cardiac muscle (Homo sapiens) + Troponin T, cardiac muscle (Homo sapiens) + …; activation, % at 7.2 µM; 340,000 compounds, 0.24% hits;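 active means activation above the mean over all tested compounds plus 3 SD, cut at about 30% in these data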;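 further: rise in fluorescence read as greater calcium sensitivity of cardiac thin filaments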
* = called active by the depositor; ? = inconclusive; · = not tested or not shown.

cpd	SMILES	CAL PDZ FP-1	Rtt109 Vps75	Wnt act	CAL PDZ FP-2	Tat transport	V-ATPase pHluor	dFosB act	CDK5 p35 inh	MITF act	RTF Ca sens act
1	O=C1CS/C(=N\c2ccccn2)N1C1CCCCC1	-5	-4	·	-1.4	7	0	-1	-0.4	9	0
2	CN1C2CCC1/C(=C\c1ccccc1F)C(=O)/C2=C/c1ccccc1F	1	3	-2	0.1	2	-2	1	2.4	-7	6
3	C/C(=N\NC(=O)c1cccnc1)c1ccc(OC2OCCOC2Oc2ccc(/C(C)=N/NC(=O)c3cccnc3)cc2)cc1 (stereo not given)	-3	12	-2	-0.5	-3	0	4	0.0	2	2
4	O=C(NNC(=O)c1cccc2ccccc12)c1ccc(Cl)c(Cl)c1	0	-2	-4	-0.2	-5	-2	-11	-2.1	-4	10
5	COc1cccc(C2=NOC(C(=O)NCc3ccc(F)cc3)C2)c1 (stereo not given)	·	2	·	-0.3	3	-3	1	-0.3	-9	1
6	O=C(CCSCCc1ccccn1)Nc1nccs1	·	-10	0	-1.0	2	-1	-2	-0.8	-12	3
7	COc1ccc(OC)c(NC(=S)N(CCc2c(C)[nH]c3ccc(C)cc23)Cc2cccs2)c1	·	4	-4	1.0	2	1	-16	1.4	-1	2
8	Nc1ccccc1C=C1Cc2ccccc2C1=O	·	-9	14	-0.6	-2	7	-9	0.3	3	-2
9	O=c1[nH]cnc2c1ncn2[C@@H]1O[C@H](COS(=O)(=O)O)[C@@H](O)[C@H]1O	-1	-11	-2	-6.2	-15	1	-8	-0.6	2	4
10	Nc1[nH]nc2ncc3cc4ccccc4nc3c12	2	3	1	0.0	-4	-1	-16	4.2	7	9
11	CCOC(=O)c1ccc(-c2csc(NC(=O)CN3CCC(C)CC3)n2)cc1	-3	-1	-3	-0.6	-4	3	-7	-3.1	·	-9
12	O=C(/C=C/c1ccc(Cl)cc1Cl)n1cccn1	3	20	-4	0.4	2	10	2	-1.4	-14	-4

Single values from above.
Value of O=C(/C=C/c1ccc(Cl)cc1Cl)n1cccn1 under Tat transport: 2
Value of O=C(CCSCCc1ccccn1)Nc1nccs1 under dFosB act: -2
Value of Nc1ccccc1C=C1Cc2ccccc2C1=O under RTF Ca sens act: -2

Back to the main list, starting 2 compounds before the break.
cpd	SMILES	CAL PDZ FP-1	Rtt109 Vps75	Wnt act	CAL PDZ FP-2	Tat transport	V-ATPase pHluor	dFosB act	CDK5 p35 inh	MITF act	RTF Ca sens act
11	CCOC(=O)c1ccc(-c2csc(NC(=O)CN3CCC(C)CC3)n2)cc1	-3	-1	-3	-0.6	-4	3	-7	-3.1	·	-9
12	O=C(/C=C/c1ccc(Cl)cc1Cl)n1cccn1	3	20	-4	0.4	2	10	2	-1.4	-14	-4
13	CC(C)OC(=O)c1ccc(NC(=O)c2cncc(Br)c2)cc1	-7	5	3	-2.0	-9	-2	-3	2.0	28	1
14	COc1cccc(-n2c(=O)c3c(C)c(C(=O)N(C)C)sc3n(CC(=O)NCC3CCCO3)c2=O)c1 (stereo not given)	2	-1	0	-1.4	-2	2	6	-0.3	-5	-3
15	Cc1csc(NC(=O)c2ccoc2C)n1	-4	-1	·	-0.3	-2	1	-3	8.0	·	-2
16	O=C(C(Cl)Cl)N1CCN(c2ccccn2)CC1	4	2	·	-0.6	1	0	1	0.3	-3	-3
17	COc1ccc(C(=O)Nc2c(Cl)cc(Cl)cc2C(=O)N2CCC(C)CC2)cc1	-3	5	-3	-1.3	4	2	-10	-0.5	-7	0
18	CC(=O)c1ccc(N(C(=O)Cc2c[nH]c3ccccc23)C(C(=O)NC2CCCCC2)c2cccs2)cc1 (stereo not given)	-2	·	·	-1.6	10	-2	-14	0.4	·	-1
19	CN(Cc1nc(Cc2ccccc2F)no1)CC1(N2CCOCC2)CCCCC1	4	-5	-4	-0.8	9	-1	-3	-6.2	-10	10
20	COCCN(CC(=O)Nc1cccc(C)c1C)C(=O)C1CCN(S(=O)(=O)c2ccccc2)CC1	-3	-14	-2	-0.6	2	2	-5	-0.4	-3	-8
21	O=C(Nc1cccc(C(F)(F)F)c1)c1cc(-c2ccc(F)cc2)on1	1	-1	4	-0.4	11	0	0	-3.1	·	-8
22	CC(OC(=O)c1ccccc1C(=O)O)c1ccccc1 (stereo not given)	1	3	-2	-0.8	-2	-1	2	-2.1	5	-6
23	CC(=O)NS(=O)(=O)c1ccc2c(c1)C(=O)c1cc(S(=O)(=O)NC(C)=O)ccc1-2	·	-2	2	-3.5	7	2	-3	0.1	4	5
24	O=C(NCCCN1CCN(Cc2ccccc2)CC1)C1CCN(S(=O)(=O)N2CCCC2)CC1	3	13	-2	-2.1	-3	2	-9	-0.3	-7	5

Values by screen from the list.
Entries 14 to 21 in dFosB act read 6, -3, 1, -10, -14, -3, -5, 0
Entries 14 to 21 in Rtt109 Vps75 read -1, -1, 2, 5, ·, -5, -14, -1

(next part)
cpd	SMILES	CAL PDZ FP-1	Rtt109 Vps75	Wnt act	CAL PDZ FP-2	Tat transport	V-ATPase pHluor	dFosB act	CDK5 p35 inh	MITF act	RTF Ca sens act
25	CCCN1C(=O)c2cc(C(=O)NCc3ccc(OC)cc3)ccc2C1O (stereo not given)	·	1	-4	0.4	-4	-2	-7	0.3	8	-6
26	CCOc1ccc(NC(=O)c2nccnc2CO)cc1	-7	-1	·	-3.6	0	0	-5	2.4	53	4
27	Cc1cccc(NS(=O)(=O)c2c(C)[nH]c(C)c2C(=O)N2CCCC2)c1	-5	-1	2	-1.2	-3	1	-2	0.0	6	-2
28	O=c1c2ccccc2nnn1CSc1ccc2c(c1)OCCO2	-3	-7	·	-0.5	-3	-4	0	2.2	52	1
29	C/C(CC(=O)Nc1ccc(C)c(Cl)c1)=N\NC(=O)Cc1ccccc1	5	6	·	-0.9	0	1	7	-0.3	17	2
30	COC(=O)NCc1cc2cc(Cl)ccc2[nH]1	0	7	-3	-0.5	1	2	2	0.9	-3	2
31	O=C(C[n+]1cccc(CNC(=O)c2ccc(OC(F)F)cc2)c1)Nc1ccc(F)cc1	-5	8	0	-1.4	16	6	-50	0.6	5	-4
32	COc1ccccc1NC(=O)NCCc1c[nH]c2ccccc12	3	2	1	-1.9	-5	-2	-7	-0.4	-10	6
33	Cc1ccc(NC(=O)Cn2sc3nc(C)cc(C)c3c2=O)c(Cl)c1	2	154*	1	-0.8	-6	-3	-6	4.6	-10	0
34	CCN1C(=O)[C@H]2[C@@H](c3ccc(-c4cc(C(C)=O)cs4)cc3)N3CCC[C@@]3(C(=O)OC)[C@H]2C1=O	-3	-1	0	-2.4	-7	1	-4	1.7	9	7
35	COc1cc(/C=N/NC(=O)/C(=C\c2ccc([N+](=O)[O-])cc2)NC(=O)c2ccccc2)cc(OC)c1O	-1	-10	-3	·	-2	-3	-4	-0.2	·	3
36	CCC(C)NC(=O)CN(c1ccc(OC)cc1)S(=O)(=O)c1ccc(NC(C)=O)cc1 (stereo not given)	-2	4	·	0.2	-11	-1	2	-0.3	11	5

An excerpt of these results, with values under each structure:
Every second line gives: CAL PDZ FP-1, Rtt109 Vps75, Wnt act, CAL PDZ FP-2, Tat transport, V-ATPase pHluor, dFosB act, CDK5 p35 inh, MITF act, RTF Ca sens act
(30) COC(=O)NCc1cc2cc(Cl)ccc2[nH]1
→ 0, 7, -3, -0.5, 1, 2, 2, 0.9, -3, 2
(29) C/C(CC(=O)Nc1ccc(C)c(Cl)c1)=N\NC(=O)Cc1ccccc1
→ 5, 6, ·, -0.9, 0, 1, 7, -0.3, 17, 2

Additional compounds:
cpd	SMILES	CAL PDZ FP-1	Rtt109 Vps75	Wnt act	CAL PDZ FP-2	Tat transport	V-ATPase pHluor	dFosB act	CDK5 p35 inh	MITF act	RTF Ca sens act
37	COc1cc(C)nc(NS(=O)(=O)c2ccccc2)n1	·	-6	-2	-1.0	4	-1	-3	-1.7	·	-4
38	O=C(COc1ccc(Cc2ccccc2)cc1)c1ccc(F)cc1	-6	0	?	0.2	10	-2	-3	1.4	36	-5
39	c1ccc2c(c1)ncn2CCC1CCCCC1	1	4	·	-0.4	13	2	-11	0.0	26	1
40	Cc1cc(=O)[nH]c(Nc2cccc(Br)c2)n1	·	0	-1	-1.6	-1	-3	-2	1.2	6	5
41	COc1ccc(CC(=O)NC(C)c2ccc3ccccc3c2)cc1 (stereo not given)	·	10	0	-2.1	5	2	-4	1.1	4	4
42	N#CCc1nc(CSc2nc3ccccc3s2)cs1	4	2	·	-0.4	1	2	-4	1.9	46	0
43	Cc1cccc(CS(=O)(=O)Cc2ccc(C(=O)NC(C)c3ccccc3)o2)c1 (stereo not given)	4	0	2	-0.8	3	-2	-8	-0.9	6	-7
44	Cc1ccc(S(=O)(=O)CCN2CCN(c3ccccn3)CC2)cc1	26	-3	0	-1.7	4	-4	-1	-0.3	-11	7
45	Cc1cccc(C(=O)OCc2cc(=O)oc3c(C)c(C)ccc23)c1O	-3	-1	·	1.2	4	0	-7	0.4	56	-8
46	COc1ccc(OC)c(NC(=O)Cn2c(CCC(=O)O)ccc2-c2ccccc2)c1	-1	26	·	-0.3	-8	-1	2	-0.5	-9	2
47	CCOC(=O)c1c(NC(C)=O)sc2c(O)c(Br)ccc12	-1	13	·	-0.4	-6	-3	0	-0.6	0	-5
48	COC(=O)C1CSc2[nH]c(=O)sc2C1c1ccccc1 (stereo not given)	0	-1	-2	0.3	-1	-4	-4	0.5	-2	16
49	O=C(NCCc1c[nH]c2ccccc12)C(=O)NCC1OCCCN1S(=O)(=O)c1cccs1 (stereo not given)	-2	·	4	-1.4	4	-3	-5	-2.2	-7	-4
50	COc1ccc(C=O)cc1Oc1nc(Cl)ncc1F	7	-22	-1	-0.1	-1	-1	-4	-0.5	-5	-2
51	CCCCN1CC2=C(C1=O)C(c1ccc(O)cc1)NC(=O)N2C (stereo not given)	-6	-5	-3	-0.3	5	-1	0	1.2	-7	0
52	O=C(CCNC(=O)c1ccco1)Nc1ccc(Cl)cc1	-1	3	-1	·	-14	0	1	-9.2	-2	-1
53	Cc1cccn2c(=O)c3cc(S(=O)(=O)c4ccc(F)cc4)c(=N)n(Cc4ccco4)c3nc12	·	-2	-2	-2.2	0	2	-14	-0.5	18	6

Screening results from PubChem BioAssay.
